Assay outcomes deposited in PubChem by National Center for Advancing Translational Sciences (NCATS).
Vif-APOBEC3G blk – Vif-A3G binding inhibition. HeLa A3G-eYFP + Vif (tagged APOBEC3G with the HIV-1 protein that degrades it), YFP fluorescence, overnight. 0.076% of 410,000 active. Q9HC16. Potency, µM (top dose mostly 46.1 µM), for the others: at the top dose activity, negative = active, usual class: inhibitors;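 further: on the % scale 0 is the no-effect control and ±100 the full control effect; nearly all actives have a fitted effect of over 60% in size; hits raise eYFP signal because A3G escapes Vif-driven loss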
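HeLa cells stably expressing Vif and C-terminally eYFP-tagged A3G, seeded overnight at 37 deg C, then exposed to compound by pintool overnight at 37 deg C. Rise in yellow fluorescence (Ex 488/Em 500-530, Acumen) marks blocked Vif-driven A3G degradation.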
Vif-APOBEC3F blk – inhibitors of Vif-A3F interaction. HeLa A3F-eYFP + Vif (tagged APOBEC3F with the HIV-1 protein that degrades it), YFP fluorescence increase. Potency, µM (doses to about 46.1 µM), for inactives: at the top dose activity, negative = active. 0.2% of 390,000 active; further: % of control where 0% means no effect; nearly all actives have a fitted effect of over 65% in size
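HeLa cells stably expressing A3F-eYFP plus Vif, plated and incubated overnight at 37 deg C, then exposed to compounds overnight at 37 deg C. Blocked degradation read as raised yellow fluorescence (Ex 488/Em 500-530).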
RXFP1 agonist – agonists of human relaxin receptor RXFP1; Q9HBX9; Potency, µM (highest dose often 57.5 µM), without a hit: at the highest dose activation, actives largely listed as activators; AID 2676; HEK293T-RXFP1 cAMP TR-FRET, 30 min; response scale: percent of porcine relaxin response, buffer zero; 0.3% of 370,000 active; further: on the % scale 0 is the no-effect control and ±100 the full control effect; nearly all actives have a fitted effect of over 60% in size; many of its hits are not listed in these tables
Target sequence (Q9HBX9 whole entry, looked up): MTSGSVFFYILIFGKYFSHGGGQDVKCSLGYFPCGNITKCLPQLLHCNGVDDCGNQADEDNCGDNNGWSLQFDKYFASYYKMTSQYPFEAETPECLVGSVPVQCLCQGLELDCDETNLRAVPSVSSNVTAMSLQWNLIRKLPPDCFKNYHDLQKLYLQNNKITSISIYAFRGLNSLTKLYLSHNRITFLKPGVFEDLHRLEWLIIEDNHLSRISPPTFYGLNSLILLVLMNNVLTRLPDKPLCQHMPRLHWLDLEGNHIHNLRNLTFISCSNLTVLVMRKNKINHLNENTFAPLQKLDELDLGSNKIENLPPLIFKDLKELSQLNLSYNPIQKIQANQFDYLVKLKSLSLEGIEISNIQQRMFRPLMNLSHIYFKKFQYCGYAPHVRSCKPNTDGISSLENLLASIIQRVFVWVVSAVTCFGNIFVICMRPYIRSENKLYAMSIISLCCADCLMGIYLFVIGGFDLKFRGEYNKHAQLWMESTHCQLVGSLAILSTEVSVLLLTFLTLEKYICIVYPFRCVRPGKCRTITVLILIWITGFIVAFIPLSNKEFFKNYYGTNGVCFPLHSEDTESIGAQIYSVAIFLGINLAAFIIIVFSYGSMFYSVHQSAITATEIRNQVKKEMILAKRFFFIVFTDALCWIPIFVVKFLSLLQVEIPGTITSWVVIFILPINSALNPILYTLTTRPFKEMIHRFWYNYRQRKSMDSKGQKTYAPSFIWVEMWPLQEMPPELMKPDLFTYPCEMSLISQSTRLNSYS
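HEK293 cells stably expressing RXFP1, treated 30 min at 37C with compounds plus PDE4 inhibitor Ro 20174; cAMP measured by HTRF TR-FRET. Normalized to buffer and 29 nM porcine relaxin; EC50 by Hill fit.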
RGS4 inhibitor – inhibitors of human regulator of G protein signaling 4. P49798. Transcreener GDP fluorescence polarization, RGS4-accelerated GTP hydrolysis. Potency, µM (series often up to 114 µM), for inactives: at the highest dose activity change, negative = inhibition, actives largely listed as inhibitors. 0.039% of 390,000 active; further: on the % scale 0 is the no-effect control and ±100 the full control effect; nearly all actives have a fitted effect of over 75% in size; some results filed as inactive show a strong effect at the top dose
Target sequence (P49798 whole entry, looked up): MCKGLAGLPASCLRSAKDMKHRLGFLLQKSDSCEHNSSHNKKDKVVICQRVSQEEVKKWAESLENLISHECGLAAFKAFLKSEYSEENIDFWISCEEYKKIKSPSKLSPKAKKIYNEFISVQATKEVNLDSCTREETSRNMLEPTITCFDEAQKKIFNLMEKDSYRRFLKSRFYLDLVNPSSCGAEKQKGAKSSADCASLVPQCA
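MLSMR compounds (23 nl, pin-transferred) preincubated 10 min at room temperature with a 500nM (2x) first reagent, then RGS4 at 900nM (2x) plus Transcreener GDP mix added; fluorescence polarization (620/688 nm) read before and after 90 min at 30 °C.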
TrxR1 substrate – rat thioredoxin reductase 1 substrate activity | Potency, µM (doses to about 114 µM), for the others: at the top dose activity change, negative = substrate turnover | O89049 | 0.01% of 390,000 active | AID 588456 | purified TrxR1 substrate turnover, NADPH consumption readout; further: on the % scale 0 is the no-effect control and ±100 the full control effect; nearly all actives have a fitted effect of over 50% in size
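Rat TrxR1, dispensed at 90 nM, was prereduced with 400 uM NADPH (final) for 5 min at ~22 deg C, then incubated with compound 15 min before 400 uM selenite. A first-read NADPH fluorescence drop versus no-compound background flagged substrates.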
USP1 inh – blocks the human USP1/UAF1 deubiquitinase complex | O94782 | recombinant USP1/UAF1, Ub-Rhodamine cleavage fluorescence | Potency, µM (titrated, usually from 57.1 µM), inactives show at the highest dose activity change, negative = inhibition, most hits filed as inhibitors | 0.23% of 390,000 active | AID 743255; further: on the % scale 0 is the no-effect control and ±100 the full control effect; nearly all actives have a fitted effect of over 60% in size; inactives centre near -12
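USP1/UAF1 complex at 1 nM was preincubated with compound for 15 min at room temperature, then Ub-Rho substrate (150nM final) was added. Fluorescence (480/540 nm) was read kinetically, 6 reads every 60 seconds.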
TrxR1 inh – rat TrxR1 inhibition. O89049. recombinant rTrxR1, NADPH fluorescence consumption, selenite substrate. Potency, µM (doses to about 114 µM), without a hit: at the highest dose activity change, negative = inhibition, actives largely listed as inhibitors. 1% of 390,000 active; further: on the % scale 0 is the no-effect control and ±100 the full control effect; nearly all actives have a fitted effect of over 65% in size
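Rat TrxR1 (90 nM in the dispensed reagent) was pre-reduced with 400 uM NADPH for 5 min at room temperature, then incubated with compound for 15 min. After 400 uM selenite was added, NADPH fluorescence (Ex 340/Em 450 nm) was followed for 8 min.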
mIDH1 inhibitor – inhibitors of human mutant IDH1 R132H | Potency, µM (titrated, usually from 76.6 µM), without a hit: at the top dose activity change, negative = inhibition, most hits filed as inhibitors | 0.093% of 390,000 active | O75874 | AID 602179 | IDH1-R132H enzyme, NADPH consumption, diaphorase/resazurin fluorescence; further: on the % scale 0 is the no-effect control and ±100 the full control effect; nearly all actives have a fitted effect of over 65% in size
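IDH1-R132H (0.5 ug/mL dispensed) in pH 7.5 Tris buffer was preincubated 30 min with compound, then given a substrate mix of 0.016 mM NADPH and 2 mM alpha-KG for 80 min at room temperature; remaining NADPH was read by diaphorase/resazurin fluorescence.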
ALOX12 inh – inhibitors of human 12S-lipoxygenase ALOX12. purified 12hLO, xylenol orange hydroperoxide absorbance. Potency, µM (titrated, usually from 108 µM), for the others: at the highest dose activity change, negative = inhibition, hits mostly inhibitors. 1.1% of 580,000 active; further: on the % scale 0 is the no-effect control and ±100 the full control effect
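Hydroperoxide product was detected by ferrous iron/xylenol orange as the 573 to 405 nm absorbance ratio. Arachidonic acid at 40 uM (final) was turned over for 30 min at room temperature by 150 nM human 12hLO, pH 7.0 Hepes buffer, after 15 min compound preincubation.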
Numbers without * were called inactive; ? = inconclusive; · = no result given; & = joins results of further samples; [ ] = remark or other dose. The call rests on the fitted dose curve; in most records, active means well fitted curve in the direction sought with a large enough effect; inconclusive means small, poorly fitted or top-dose-only effect, or another doubt; inactive means no such curve, though single readings can be large; an effect the other way counts as inactive or inconclusive. Potency means the concentration at half of the fitted maximal effect. An excerpt (hit frequency here may not be typical).

#1 CCC(CC)=C(C#N)C(=O)NC1CCCCC1
#2 CCOc1ccc(NC2=C(Cl)C(=O)N(C3CCCCC3)C2=O)cc1
#3 O=C(Cn1nc(-c2ccccc2)c2ccccc2c1=O)Nc1ccc(O)cc1
#4 CCCCc1ccc(NC(=S)NCCCN2CCOCC2)cc1
#5 O=C(NC1CCCCCC1)C1c2ccccc2C(=O)N1Cc1cccs1 (stereo not given)
#6 Cc1cc(OCC(=O)Nc2ccncc2)ccc1[N+](=O)[O-]
#7 COc1ccc(CC2(CO)CCN(C(C)COc3ccccc3)CC2)cc1 (stereo not given)
#8 Oc1cccc(-c2nnc(-c3cccc(O)c3)nn2)c1
#9 O=c1[nH]c(Nc2ccccc2)cc2cc(Br)ccc12
#10 Cc1ccc([C@H]2N[C@]3(CCCN(Cc4cccn4C)C3=O)[C@H]3C(=O)N(C)C(=O)[C@@H]23)cc1
screen / no.	1	2	3	4	5	6	7	8	9	10
Vif-APOBEC3G blk	1%	1%	-1%	1%	-1%	-3%	2%	1%	-31%	-10%
Vif-APOBEC3F blk	-3%	-11%	1%	0%	2%	2%	-6%	8%	6%	0%
RXFP1 agonist	1.1%	-0.2%	-0.6%	1.3%	3.0%	11%	0.6%	·	·	·
RGS4 inhibitor	13%	1%	-19%	-20%	18%	-8%	6%	-32%	-15%	·
TrxR1 substrate	8%	8%[57.1 µM]	8%	2%	-3%	4%[57.1 µM]	-12%[57.1 µM]	-4%[11.4 µM]	-8%	·
USP1 inh	-18%	-24%	-25%	-20%	0%	-8%	-8%	-16%	1.1µM*	-17%
TrxR1 inh	18%	3%[57.1 µM]	36%	-8%	-7%	31%[57.1 µM]	20%[57.1 µM]	3%[11.4 µM]	?	·
mIDH1 inhibitor	0%	1%	-3%	-7%	-1%	-2%	10%	7%	2%[38.3 µM]	-4%
ALOX12 inh	-8%	-11%	-4%&-6%	-28%	-2%	0%	?	-12%	16µM*	?

#11 CC(C)NS(=O)(=O)c1ccc(OCC(=O)N2CCN(c3ccccc3)CC2)cc1
#12 COc1ccc(/C=N/N=C2/C(=O)Nc3ccccc32)cc1O
#13 Cc1ccc(-c2ccc3nnc(SCC(N)=O)n3n2)cc1
#14 COCC1=C(C(=O)OC)C(c2ccco2)n2ncnc2N1 (stereo not given)
#15 Cc1ccc(C)c(NC(=O)Cn2nc(C)c3ccccc3c2=O)c1
#16 CCN1CCCC1CNC(=O)Cn1cc(C)c(=O)[nH]c1=O (stereo not given)
#17 CC(C)c1ccc(S(=O)(=O)N(C)C2(C)CCS(=O)(=O)C2)cc1 (stereo not given)
#18 CCCn1nc2cc(C(=O)NCc3ccc(OC(F)(F)F)cc3)ccc2c1OCC
#19 Cc1ccccc1Nc1nc(N)nc(COC(=O)/C=C/c2ccco2)n1
#20 OCCC1CN(Cc2ccc(F)cc2)CCN1CCCc1ccccc1 (stereo not given)
screen / no.	11	12	13	14	15	16	17	18	19	20
Vif-APOBEC3G blk	0%	-2%	7%	1%	4%	0%	-3%	-8%	3%	2%
Vif-APOBEC3F blk	-9%	3%	14%	-6%	0%	9%	6%	-1%	-9%	0%
RXFP1 agonist	0.3%	-1.4%	16%	0.6%	?	·	-0.4%	2.5%	3.1%	1.4%
RGS4 inhibitor	-13%	?	-14%	-13%	11%	17%	-14%	-1%	-18%	-8%
TrxR1 substrate	5%	-3%[57.1 µM]	37%[activator]	5%[57.1 µM]	-6%	0%	1%	34%	-2%	6%
USP1 inh	-19%	-9%	-19%	-7%	0%	-3%	-6%	-11%	-15%	-17%
TrxR1 inh	9%	4%[57.1 µM]	5%	5%[57.1 µM]	-11%	10%	-3%	1%	?	17%
mIDH1 inhibitor	0%	0%	9%	5%	11%	4%	-1%	3%[38.3 µM]	5%	2%
ALOX12 inh	?	-6%	-12%	?	-7%	?	-9%	9%	-10%	37%[activator]

Rewritten field by field: two of the compounds above.
18. CCCn1nc2cc(C(=O)NCc3ccc(OC(F)(F)F)cc3)ccc2c1OCC
- Vif-APOBEC3G blk: -8%
- Vif-APOBEC3F blk: -1%
- RXFP1 agonist: 2.5%
- RGS4 inhibitor: -1%
- TrxR1 substrate: 34%
- USP1 inh: -11%
- TrxR1 inh: 1%
- mIDH1 inhibitor: 3%[38.3 µM]
- ALOX12 inh: 9%
19. Cc1ccccc1Nc1nc(N)nc(COC(=O)/C=C/c2ccco2)n1
- Vif-APOBEC3G blk: 3%
- Vif-APOBEC3F blk: -9%
- RXFP1 agonist: 3.1%
- RGS4 inhibitor: -18%
- TrxR1 substrate: -2%
- USP1 inh: -15%
- TrxR1 inh: ?
- mIDH1 inhibitor: 5%
- ALOX12 inh: -10%

Additional compounds
#21 CCOC(=O)c1sc(SCc2ccccc2)c2c1CC(C)(C)CC2=O
#22 CCOc1ccc(NC(=O)CN(C)C(=O)c2cc(-c3ccco3)nc3ccccc23)cc1OCC
#23 O=S(=O)(NCCc1ccncc1)c1ccccc1
#24 Cc1ccc(NC(=O)Cn2c(=O)ccc3cc(S(=O)(=O)N4CCC(C)CC4)ccc32)cc1C
#25 COc1cccc(NC(=O)c2cc([N+](=O)[O-])ccc2NCc2cccnc2)c1
#26 C=C(C)Cn1c(CCNC(=O)c2ccco2)nc2ccccc21
#27 CCN(CC)S(=O)(=O)c1ccc(N2CCOCC2)c(NC(=O)CCOc2ccccc2)c1
#28 COc1ccc(-c2nc(CSCC(=O)NCc3ccc4c(c3)OCO4)c(C)o2)cc1OC
#29 COc1ccc(N2CCN(S(=O)(=O)c3ccc(OC)c(-c4noc(C)n4)c3)CC2)cc1
#30 Cc1ccc(-n2c(SCC(=O)N3c4ccccc4Sc4ccccc43)nnc2-c2ccncc2)cc1
screen / no.	21	22	23	24	25	26	27	28	29	30
Vif-APOBEC3G blk	2%	-7%	1%	-1%	-17%	0%	-2%	5%	11%	-1%
Vif-APOBEC3F blk	3%	3%	1%	9%	-12%	3%	6%	-6%	-1%	-5%
RXFP1 agonist	·	·	-0.2%	-2.2%	-0.4%	1.1%	-2.7%	0.3%	2.3%	-0.2%
RGS4 inhibitor	5%	-4%	-36%	11%	-25%	29%	1%	0%	-24%	-12%
TrxR1 substrate	6%[57.1 µM]	29%[57.1 µM]	-6%[57.1 µM]	-4%[57.1 µM]	-5%	7%	-2%	5%	4%	-3%
USP1 inh	·	-6%	-13%	-8%	-19%	-15%	-21%	-15%	-16%	-23%
TrxR1 inh	5%[57.1 µM]	-19%[57.1 µM]	17%[57.1 µM]	7%[57.1 µM]	-1%	22%	15%	9%[57.1 µM]	11%	-7%
mIDH1 inhibitor	·	-8%	3%	2%	-2%	11%	1%	16%	5%	-7%
ALOX12 inh	-3%	?	-14%	-25%	-9%	21%	-7%	?	-10%	-16%

#31 O=C(CNS(=O)(=O)N1CCOCC1)N/N=C/c1cccnc1
#32 COc1ccc(C2=NN(S(C)(=O)=O)C(c3cccs3)C2)cc1 (stereo not given)
#33 Cc1ccc(CN(C(=O)COc2ccc(C(C)(C)C)cc2)C2CCS(=O)(=O)C2)o1 (stereo not given)
#34 COc1ccccc1NS(=O)(=O)c1ccc(N2CCOCC2)c(NC(=O)c2ccco2)c1
#35 COc1ccc(C(C)=O)cc1CSCCC#N
#36 Cc1cccc(NC(=O)NNC(=O)c2ccc(C)c([N+](=O)[O-])c2)c1
#37 CCOC(=O)N1CCC(NC2CCCCCCC2)CC1
#38 O=C1C=C(N(CCO)CCO)C2(CCCCC2)O1
#39 Cc1ccccc1N=C1SCCN1C(=O)CN1C(=O)NC2(CCCC2)C1=O
#40 COC(=O)c1c(NC(=O)CSc2nnnn2-c2ccccc2)sc2c1CCC(C)C2 (stereo not given)
#41 O/N=C(\c1ccc2c(c1)OCCO2)C1CCCCC1
#42 C=CCn1c(-c2ccoc2)n[nH]c1=S
#43 COc1ccc(C(CNC(=O)CCOc2ccccc2)N(C)C)cc1 (stereo not given)
screen / no.	31	32	33	34	35	36	37	38	39	40	41	42	43
Vif-APOBEC3G blk	0%	1%	·	0%	-4%	2%	-9%	-1%	-13%	-2%	0%	2%	0%
Vif-APOBEC3F blk	15%	-7%	·	6%	-6%	1%	0%	8%	2%	-1%	1%	6%	-10%
RXFP1 agonist	-1.8%	-2.1%	-0.2%	7.6%	1.9%	-0.7%	0.6%	0.0%	0.5%	2.3%	0.7%	9.1%	-0.9%
RGS4 inhibitor	31%	12%	0%	15%	24%	-9%	-16%	11%	6%	14%	5%	-52%	10%
TrxR1 substrate	0%	-1%[57.1 µM]	-12%	-9%	-11%	5%	15%	1%[57.1 µM]	-14%	6%[57.1 µM]	7%[57.1 µM]	11%	14%
USP1 inh	-4%	5%	?	?	4%	-21%	-4%	-3%	-20%	-4%	-22%	-1%	-5%
TrxR1 inh	20%	-81%	?	17%[57.1 µM]	15%[57.1 µM]	19%	19%	9%[57.1 µM]	-13%	26%	13%[57.1 µM]	-24%	31%
mIDH1 inhibitor	-6%	-3%	·	-5%	6%	0%	-1%	0%	4%	3%	-2%	0%	5%
ALOX12 inh	-20%	-9%	-12%	3%	0%	-5%	?	0%	-16%	8%	0%	-16%	0%
